# BoNT-F LC inh: BoNT/F light chain protease inhibitors, primary screen, biochemical, flow cytometry, MLPCN library. inhibition, % at 10 µM. 360,000 compounds, 0.22% hits. Multiplex microsphere protease cleavage assay. AID 588497, 2011. Botulinum neurotoxin type F light chain protease (Clostridium botulinum); in the data active = inhibition above about 35%, passing the limit was not always enough; inconclusive = no clear call, values can overlap the other calls; also: plate controls were buffer without enzyme for full effect and enzyme alone for no effect
# GDH-TPI counter: GDH-TPI coupling enzyme inhibitors, primary screen, artefact control for M. tuberculosis FBA inhibitor project, biochemical, absorbance, full deck; GDH-TPI coupled enzyme counterscreen, NADH absorbance; inhibition, % at 4.8 µM; 360,000 compounds, 1.2% hits;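 also: 0% = DMSO wells and 100% = wells lacking the enzyme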
# Rv3671c inh: Rv3671c serine protease inhibitors, primary screen, biochemical, fluorescence polarization, M. tuberculosis H37Rv | inhibition, % at 5.96 µM | 320,000 compounds, 0.048% hits | AID 2606, 2010; in the data active = inhibition above about 38%;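 also: extracellular domain of Rv3671c used as enzyme; 0% = enzyme with DMSO and 100% = no enzyme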
# BioA inh: M. tuberculosis BioA enzyme inhibitors, primary screen, biochemical, plate reader, single point, HTS; 7,8-diaminopelargonic acid synthase BioA (Mycobacterium tuberculosis); purified M. tuberculosis BioA enzyme; inhibition, % at 9.99 µM; 360,000 compounds, 0.096% hits; AID 602481, 2012; in the data active = inhibition above about 40%; inconclusive = no clear call, values can overlap the other calls
# CCHFV vOTU inh: CCHFV vOTU protease inhibitors, primary screen, biochemical, Pep-AMC substrate, fluorescence; Crimean-Congo hemorrhagic fever virus L polyprotein viral ovarian tumor (vOTU) protease …; inhibition, % at 11.5 µM; 370,000 compounds, 0.55% hits; AID 651958, 2012; also: 0% = vehicle wells with enzyme and 100% = no enzyme wells
# FadD28 FP inh: inhibitors of FadD28 bisubstrate probe binding, primary screen, biochemical, fluorescence polarization, single point; inhibition, % at 12.5 µM; Mycobacterium tuberculosis FadD28 fatty-acid-AMP ligase; 360,000 compounds, 0.22% hits; in the data active = inhibition above about 8.5%, passing the limit was not always enough; inconclusive = no clear call, values can overlap the other calls
# FBA Mtb inh: Mtb FBA enzyme inhibitors, primary screen, biochemical, fluorescence, strain H37Rv; Fructose-bisphosphate aldolase (Mycobacterium tuberculosis (strain ATCC 25618 / H37Rv)), …; purified M. tuberculosis FBA, fluorescence read-out; inhibition, % at 1 µM; 360,000 compounds, 2.3% hits; AID 588726, 2011; in the data active = inhibition above about 27%;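 also: 0% = vehicle and 100% = reference inhibitor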
# Mtb UGM inh: M. tuberculosis UGM enzyme inhibitors, primary screen, biochemical, fluorescence polarization, single point | inhibition, % at 10 µM | UDP-galactopyranose mutase (Mycobacterium tuberculosis (strain ATCC 25618 / H37Rv)), … | purified UGM, fluorescence polarization probe displacement | AID 504406, 2011 | 320,000 compounds, 0.06% hits; in the data active = inhibition above about 10%, passing the limit was not always enough; inconclusive = no clear call, values can overlap the other calls
# Target sequence (P9WIQ1 whole entry, looked up): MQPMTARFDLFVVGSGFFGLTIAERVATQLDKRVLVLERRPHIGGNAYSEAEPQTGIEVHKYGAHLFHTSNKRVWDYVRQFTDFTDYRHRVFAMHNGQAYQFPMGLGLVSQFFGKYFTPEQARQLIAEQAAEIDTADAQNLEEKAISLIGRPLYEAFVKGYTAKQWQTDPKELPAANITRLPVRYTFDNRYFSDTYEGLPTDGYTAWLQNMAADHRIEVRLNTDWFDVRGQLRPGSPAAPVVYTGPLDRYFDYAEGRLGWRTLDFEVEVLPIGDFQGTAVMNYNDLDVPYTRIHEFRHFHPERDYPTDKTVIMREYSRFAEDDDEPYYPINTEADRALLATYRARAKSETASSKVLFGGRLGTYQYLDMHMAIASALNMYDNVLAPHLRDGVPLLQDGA
# DUSP3 inh: VHR1 phosphatase inhibitors, primary screen, biochemical, absorbance, uHTS; recombinant VHR phosphatase, pNPP absorbance; inhibition, % at 13.3 µM; 290,000 compounds, 0.52% hits; in the data active = inhibition above about 50%; also: some compounds called inactive have numbers as strong as hits
# Target sequence (P51452 whole entry, looked up): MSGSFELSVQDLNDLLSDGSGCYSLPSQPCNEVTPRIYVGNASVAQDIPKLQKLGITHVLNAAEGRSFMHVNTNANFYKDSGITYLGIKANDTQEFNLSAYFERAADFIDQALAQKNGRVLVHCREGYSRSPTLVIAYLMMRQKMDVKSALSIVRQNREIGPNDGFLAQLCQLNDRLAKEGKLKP
# MazF activator: activators of E. coli MazEF toxin-antitoxin RNase, primary screen, biochemical, fluorescence, uHTS. Endoribonuclease toxin MazF (Escherichia coli (strain K12)), P0AE70. FAM/BHQ RNA-DNA oligo cleavage fluorescence, 5 h. 350,000 compounds, 0.32% hits. activation, % at 20 µM. AID 504720, 2011; in the data active = activation above about 50%
# Target sequence (P0AE70 whole entry, looked up): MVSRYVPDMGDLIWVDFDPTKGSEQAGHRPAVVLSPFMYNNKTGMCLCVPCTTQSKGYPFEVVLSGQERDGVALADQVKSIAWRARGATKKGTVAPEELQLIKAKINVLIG
# * hit, by the source's call; u = inconclusive; x = no result given. Rule as the data show it, unless noted: active = inhibition above about 30%; inactive = the rest. Not a hit list (roughly 4.9% active in at least one column).
canonical_smiles	BoNT-F LC inh	DUSP3 inh	FBA Mtb inh	MazF activator	GDH-TPI counter	BioA inh	Mtb UGM inh	CCHFV vOTU inh	Rv3671c inh	FadD28 FP inh
Cc1ccc(-n2c(C)c(C)c3c(NCCCO)ncnc32)cc1	11	-4	-1	4	-9	13	-0.1	-7	x	-2.1
CN(Cc1ccccc1)C(=O)c1[nH]cnc1C(=O)Nc1cccc(Cl)c1	-4	x	-1	-2	-1	-2.2	0.4	2	-23	-2.3
Cc1cccn2c(=O)c3cc(C(=O)NC4CCCCC4)n(C)c3nc12	-6	15	5	9	8	0.4	-3.2	6	-9	-0.7
COc1cc([N+](=O)[O-])ccc1NC(=O)NCc1ccccn1	-4	27	-3	-5	10	-0.7	0.5	4	-3	1.5
COc1cc(C(=O)O)ccc1Cl	-8	13	0	-7	1	1.0	1.0	-4	-10	-4.2
CC(C)(C)c1ccc(C(=O)CS(=O)(=O)c2ccccc2)cc1	4	-1	5	-17	0	1.1	-1.7	-4	3	-0.9
CN(Cc1ccccc1)C1=CC(=[N+]2CCCC2)CC(C)(C)C1	2	3	-2	-1	52*	2.2	-0.3	21	-3	-1.0
CN(c1ccccc1)c1nc2ccsc2c(=O)s1	2	-2	2	0	4	3.9	0.6	2	-6	-28
CC1CCCN(C(=O)c2ccc3c(=O)n(Cc4ccc5c(c4)OCO5)c(=S)[nH]c3c2)C1 (stereo not drawn)	-2	18	1	-6	11	-2.7	0.1	-4	-5	0.4
Cc1cc(C)cc(NC(=O)CSc2ccc(-c3ccco3)nn2)c1	-7	8	0	-4	0	2.7	-2.2	-2	-3	-5.0
O=C(NCc1ccc(F)cc1)C(c1ccccc1)N(C(=O)c1csnn1)C1CCCC1 (stereo not drawn)	13	6	1	6	-14	-0.8	0.2	6	2	-4.2
C=C1CCN(c2ccc(C(=O)NCc3ccccc3)cc2[N+](=O)[O-])CC1	-13	9	-3	1	2	0.6	-0.6	10	-5	1.1
CN1C(=O)/C(=C/c2ccc(OC(=O)c3ccco3)cc2)SC1=S	3	-4	-5	15	-10	-2.5	0.3	-2	-1	-2.7
O=C(NC(Cc1ccccc1)C(=O)O)NC12CC3CC(CC(C3)C1)C2 (stereo not drawn)	11	2	-1	8	3	-0.2	-2.2	2	2	-0.1
COc1ccc(/C=N\NC(=O)c2c(C)nc3ccc(Br)cn23)cc1	0	-5	0	0	43*	x	-0.7	-1	6	-1.6
CC(=O)Nc1ccc(S(=O)(=O)N2CCC(Oc3ccc(-n4cnnn4)cc3)CC2)cc1	4	18	-7	28	-2	1.1	0.7	-1	8	-4.1
COCC(=O)Nc1ccc(Nc2ccccc2)cc1	-41	9	3	10	0	0.4	0.2	-8	2	0.6
Cc1nnc(SC(C)C(=O)NCC2CCCO2)n1-c1ccccc1 (stereo not drawn)	-7	-9	1	3	2	2.8	-1.6	-8	3	-0.3
CCN(CC)CC(C)(C)NS(=O)(=O)c1ccc(Cl)cc1	-8	28	6	6	-2	-0.8	0.6	2	-8	1.5
COc1ccc(NC(=O)CCc2c(C)nc3nc(CNC(=O)c4cccc(F)c4)nn3c2C)cc1OC	3	7	3	-3	-3	2.7	0.3	12	6	-1.7

# Next part.
canonical_smiles	BoNT-F LC inh	DUSP3 inh	FBA Mtb inh	MazF activator	GDH-TPI counter	BioA inh	Mtb UGM inh	CCHFV vOTU inh	Rv3671c inh	FadD28 FP inh
Cc1ccc(C(=O)O)cc1NC(=O)Nc1ccc2c(c1)OCO2	3	23	6	3	4	x	3.3	9	2	0.9
COC(=O)c1ccc(CSc2nnc(NC(C)C)s2)cc1	-8	13	-1	-8	12	-2.2	2.2	-2	7	-3.6
CCN1CCN(CCCNC(=O)C2CCN(c3nnc(-n4cccc4)s3)CC2)CC1	-4	-4	-2	2	10	0.1	1.8	15	4	0.6
CSC(=NC#N)N1CCN(c2cccc(Cl)c2)CC1	-8	25	2	3	7	2.3	2.0	-4	-3	-0.4
CCOc1ccc(C=NNC(=O)c2cccc3ccccc23)cc1OCC	-7	x	1	9	12	x	x	10	x	1.6
Fc1cccc(F)c1[B-](F)(F)F	1	x	-1	0	8	-1.4	x	4	x	0.3
CSC(=NC(C)c1ccccc1)NS(=O)(=O)c1cccs1 (stereo not drawn)	-7	26	2	2	1	0.4	-0.8	-9	7	-1.8
Cc1cc(C)n(-c2ccc(C(=O)Nc3sccc3C(N)=O)cc2)n1	-14	15	3	-3	3	-0.1	1.0	14	-12	-3.1
Cc1cc(NCCCO)n2nc(-c3cccs3)cc2n1	-2	4	33*	4	0	x	-1.1	-33	-7	-2.3
COc1ccc(/C=C(/NC(=O)c2ccco2)C(=O)N2CCCC2=O)cc1	-6	16	-2	-12	6	x	-1.1	5	5	-0.2
COC(=O)c1ccccc1NC1=C/C(=N\S(=O)(=O)c2ccc(C(=O)O)cc2)c2ccccc2C1=O	4	6	-7	-24	12	2.4	0.2	x	-92	24*
COc1ccc(NC(=O)c2ccc(F)c(F)c2)c2ccccc12	2	12	-2	36	3	-0.9	0.1	12	5	-2.8
CCOc1cccc2sc(NC(=O)c3ccc(Br)s3)nc12	-6	21	4	-7	17	-1.3	1.4	0	-40	-0.4
COC(=O)[C@H](Cc1ccc(O)cc1)NC(=O)Cn1cnc2c(NCc3ccccc3)ncnc21	-3	x	2	5	7	-1.9	x	0	x	0.5
Cc1nn(CC(=O)N2CCOCC2)c(=O)c2c1sc1ccccc12	6	-4	1	14	5	-0.8	0.0	-12	-3	-3.0
Cc1ccc(-c2n[nH]c(=O)c3ccccc23)cc1N	1	0	4	0	-3	0.9	-4.4	1	-1	-2.5
Nn1c(SCc2cccc(Br)c2)nnc1-c1ccncc1	u	0	0	-10	2	2.0	-0.2	5	1	-4.2
CN(Cc1cccc(F)c1)C(=O)c1cc(S(=O)(=O)N2CCOCC2)ccc1N1CCCC1	7	x	4	4	9	0.6	-0.2	-17	1	-3.6
Cc1cc(C=O)c(C)n1-c1cc(C(F)(F)F)ccc1N1CCOCC1	0	-3	-1	8	-1	-2.6	0.2	17	1	-0.4
O=C(Nc1ccccc1O)c1ccc(C(=O)c2ccccc2)o1	16	15	-2	7	13	-1.5	1.6	-5	-6	-0.9

# Exported field by field: part of the list above.
compound: CCN1CCN(CCCNC(=O)C2CCN(c3nnc(-n4cccc4)s3)CC2)CC1
  BoNT-F LC inh: -4 | DUSP3 inh: -4 | FBA Mtb inh: -2 | MazF activator: 2 | GDH-TPI counter: 10 | BioA inh: 0.1 | Mtb UGM inh: 1.8 | CCHFV vOTU inh: 15 | Rv3671c inh: 4 | FadD28 FP inh: 0.6
compound: CSC(=NC#N)N1CCN(c2cccc(Cl)c2)CC1
  BoNT-F LC inh: -8 | DUSP3 inh: 25 | FBA Mtb inh: 2 | MazF activator: 3 | GDH-TPI counter: 7 | BioA inh: 2.3 | Mtb UGM inh: 2.0 | CCHFV vOTU inh: -4 | Rv3671c inh: -3 | FadD28 FP inh: -0.4

# Next part.
canonical_smiles	BoNT-F LC inh	DUSP3 inh	FBA Mtb inh	MazF activator	GDH-TPI counter	BioA inh	Mtb UGM inh	CCHFV vOTU inh	Rv3671c inh	FadD28 FP inh
COc1cc(C(=O)OC(C)C(=O)Nc2ccc3c(c2)OCO3)ccc1OCc1c(C)noc1C (stereo not drawn)	-6	15	-1	1	-7	4.1	-2.1	0	-1	-2.2
Cc1ccc(/C=N/n2c(C)nnc2C)o1	0	-2	-6	2	-2	-2.1	-6.3	-12	4	-4.2
N#CC(c1nc2ccccc2nc1OCCO)S(=O)(=O)c1ccccc1 (stereo not drawn)	0	-1	1	7	4	0.3	1.9	19	-15	-3.8
O=C(NCc1cccs1)C(=O)NCC1OCCCN1S(=O)(=O)c1ccc(F)cc1 (stereo not drawn)	-42	6	0	0	5	x	0.8	2	7	1.1
O=C(Nc1ccccc1Cl)c1cc(C2CCCN(C(=O)c3ccc4c(c3)CCO4)C2)on1 (stereo not drawn)	1	x	-1	x	3	1.2	x	-5	x	-1.4
CCOCCC(=O)Nc1ccc2c(c1)c(=O)n(C)n2-c1ccccc1F	0	x	181*	x	12	26	x	-125	x	-3.6
CCCCn1c(N)c(N(CC(C)C)C(=O)c2cc(Br)c(Br)s2)c(=O)[nH]c1=O	-6	x	2	-6	0	-1.1	x	10	x	-1.1
CC(=O)c1cccc(S(=O)(=O)N2CCC(C(=O)Oc3ccc(-c4nnco4)cc3)CC2)c1	-11	x	-3	-35	-2	-2.3	1.2	4	5	-4.5
O=[N+]([O-])c1cccc(COc2cccc(CN3CCCC3)c2)c1	-4	x	1	8	3	2.7	x	-1	x	-0.9

# Looked up by structure from the list above, five records:
canonical_smiles	BoNT-F LC inh	DUSP3 inh	FBA Mtb inh	MazF activator	GDH-TPI counter	BioA inh	Mtb UGM inh	CCHFV vOTU inh	Rv3671c inh	FadD28 FP inh
COc1cc(C(=O)O)ccc1Cl	-8	13	0	-7	1	1.0	1.0	-4	-10	-4.2
Cc1nnc(SC(C)C(=O)NCC2CCCO2)n1-c1ccccc1 (stereo not drawn)	-7	-9	1	3	2	2.8	-1.6	-8	3	-0.3
O=C(NC(Cc1ccccc1)C(=O)O)NC12CC3CC(CC(C3)C1)C2 (stereo not drawn)	11	2	-1	8	3	-0.2	-2.2	2	2	-0.1
CN(Cc1ccccc1)C(=O)c1[nH]cnc1C(=O)Nc1cccc(Cl)c1	-4	x	-1	-2	-1	-2.2	0.4	2	-23	-2.3
COc1ccc(NC(=O)c2ccc(F)c(F)c2)c2ccccc12	2	12	-2	36	3	-0.9	0.1	12	5	-2.8

# Screening results from PubChem BioAssay.
